Compound activity (PubChem BioAssay)
CHRM1 antagonist – human M1 muscarinic receptor antagonists, primary screen, CHO-K1 cells, Fluo-8 calcium fluorescence, 1536-well. inhibition, % at 3 µM. CHO-K1 hM1, ACh EC80 antagonist. Muscarinic acetylcholine receptor M1 (Homo sapiens), P11229. hit rate 1.3% among 360,000;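 active = percent inhibition above its own plate's cutoff, namely the mean of that plate's compound wells plus 3 SD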;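 also: peak over basal fluorescence ratio during 140 s after agonist addition; 0% = ACh EC80 plus DMSO and 100% = DMSO alone without agonist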
Target sequence (P11229 whole entry, looked up): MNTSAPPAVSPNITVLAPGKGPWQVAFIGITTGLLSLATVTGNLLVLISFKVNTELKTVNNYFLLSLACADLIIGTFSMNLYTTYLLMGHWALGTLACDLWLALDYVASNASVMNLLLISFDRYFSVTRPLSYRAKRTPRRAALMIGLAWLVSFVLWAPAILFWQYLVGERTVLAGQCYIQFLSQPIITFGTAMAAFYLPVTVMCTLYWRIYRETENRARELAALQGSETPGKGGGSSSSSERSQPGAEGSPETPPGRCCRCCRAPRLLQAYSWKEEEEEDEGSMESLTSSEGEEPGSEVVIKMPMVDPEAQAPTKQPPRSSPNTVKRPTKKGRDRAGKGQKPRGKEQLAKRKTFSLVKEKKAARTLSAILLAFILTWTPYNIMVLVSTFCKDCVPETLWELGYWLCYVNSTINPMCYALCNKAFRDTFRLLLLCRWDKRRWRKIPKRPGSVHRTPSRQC
M5 ag – human M5 muscarinic receptor agonists, primary screen, CHO-K1 cells, Fluo-8 calcium fluorescence; activation, % at 3 µM; CHO-K1 hM5 cells; 0% DMSO wells, 100% maximal acetylcholine response; hit rate 0.19% among 360,000; Muscarinic acetylcholine receptor M5 (Homo sapiens), P08912; AID 624037, 2012;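 active = activation above the run's mean over test compounds plus 3 SD, cut at about 23% in these data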;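 also: signal is peak over basal fluorescence ratio across the kinetic read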
CHRM4 antagonist – human M4 muscarinic receptor antagonists, primary screen, CHO cells, Fluo-8 calcium fluorescence | Muscarinic acetylcholine receptor M4 (Homo sapiens), P08173 | AID 624125, 2012 | hit rate 0.73% among 360,000 | CHO-hM4 cells, ACh EC80 | inhibition, % at 3 µM;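 active = inhibition above its plate's cutoff, the mean inhibition of sample wells plus 3 SD, cut at about 27% in these data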;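 also: 0% = acetylcholine EC80 with DMSO and 100% = DMSO without agonist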
Target sequence (P08173 whole entry, looked up): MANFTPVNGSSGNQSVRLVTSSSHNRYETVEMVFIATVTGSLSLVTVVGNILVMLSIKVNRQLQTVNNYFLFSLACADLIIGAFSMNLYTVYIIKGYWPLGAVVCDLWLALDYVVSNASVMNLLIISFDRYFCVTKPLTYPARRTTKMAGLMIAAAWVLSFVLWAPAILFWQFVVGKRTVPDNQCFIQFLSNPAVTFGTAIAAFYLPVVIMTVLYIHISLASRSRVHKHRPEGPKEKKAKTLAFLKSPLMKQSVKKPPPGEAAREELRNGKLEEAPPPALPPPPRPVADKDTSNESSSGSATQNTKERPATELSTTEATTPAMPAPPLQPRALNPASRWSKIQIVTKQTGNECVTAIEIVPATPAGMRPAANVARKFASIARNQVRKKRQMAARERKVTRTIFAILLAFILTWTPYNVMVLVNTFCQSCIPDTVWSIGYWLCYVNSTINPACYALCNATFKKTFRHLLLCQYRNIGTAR
M5 PAM – human M5 muscarinic receptor positive allosteric modulators, primary screen, CHO-K1 cells, Fluo-8 calcium fluorescence | CHO-K1 hM5, ACh EC20 PAM; 0% = ACh EC20, 100% = ACh EC100 | activation, % at 3 µM | hit rate 0.3% among 360,000 | AID 624038, 2012;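 active = activation above the run cutoff, the mean activation of all test compounds plus 3 SD, cut at about 18% in these data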
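Test system: CHO-K1 hM5 cells / Doses: single-point, 3 µM nominal / Times: Post-acetylcholine fluorescence recording 140 s / Technique: Fluo-8 calcium fluorescence / Measure: Max/basal fluorescence ratio as % of EC20–EC100 ACh window / Benchmarks: low control EC20 acetylcholine (0%), high control EC100 acetylcholine (100%) / Replicates: one well per compound, no replicates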
CHRM1 PAM – human M1 muscarinic receptor positive allosteric modulators, primary screen, CHO-K1 cells, Fluo-8 calcium fluorescence, 1536-well; Muscarinic acetylcholine receptor M1 (Homo sapiens), P11229; CHO-K1 hM1, ACh EC20; 0% = ACh EC20, 100% = maximal ACh; activation, % at 3 µM; hit rate 0.088% among 360,000; AID 588819, 2011; in the data active = activation above about 19%, passing the limit was not always enough
CHRM5 antagonist – human M5 muscarinic receptor antagonists, primary screen, CHO cells, Fluo-8 calcium fluorescence | Muscarinic acetylcholine receptor M5 (Homo sapiens), P08912 | CHO-hM5 cells, ACh EC80 | inhibition, % at 3 µM | hit rate 0.59% among 360,000 | AID 624040, 2012;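 active = inhibition above a per-plate cutoff, the mean of that plate's test compounds plus 3 SD, cut at about 27% in these data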;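 also: 0% = acetylcholine EC80 with DMSO and 100% = DMSO without agonist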
CRFR2-BP ag – agonists of CRF-BP/CRF-R2 complex, primary screen, cell-based, HEK293, calcium dye fluorescence, uHTS. calcium dye fluorescence (FLIPR); percent of saturating CRF peptide response. activation, % at 13.2 µM. hit rate 0.46% among 350,000;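 active = activation of at least 50%, plus an integration ratio under a set limit after plate pattern correction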;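 also: plate controls were neutral control wells without compound for no effect and CRF at EC100 for full effect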
CHRM4 agonist – human M4 muscarinic receptor agonists, primary screen, CHO-K1 cells, Fluo-8 calcium fluorescence; hit rate 0.14% among 360,000; AID 624127, 2012; Muscarinic acetylcholine receptor M4 (Homo sapiens), P08173; activation, % at 3 µM; CHO-K1 hM4/Gqi5; vehicle 0%, full acetylcholine response 100%;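 active = activation above the run mean over all test wells plus 3 SD, cut at about 32% in these data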;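 also: peak over basal fluorescence ratio per well then scaled between controls; 0% = DMSO wells and 100% = acetylcholine at EC100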
CHRM4 PAM – human M4 muscarinic receptor positive allosteric modulators, primary screen, CHO-K1 cells, Fluo-8 calcium fluorescence; Muscarinic acetylcholine receptor M4 (Homo sapiens), P08173; CHO-K1 hM4/Gqi5, ACh EC20; 0% = ACh EC20, 100% = maximal ACh; activation, % at 3 µM; hit rate 0.4% among 360,000; AID 624126, 2012;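 active = activation above its plate's cutoff, the mean activation of sample wells plus 3 SD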; also: some results filed as inactive read as strong as hits
* = called active by the depositor; / = not tested or not shown.

SMILES	CHRM1 antagonist	M5 ag	CHRM4 antagonist	M5 PAM	CHRM1 PAM	CHRM5 antagonist	CRFR2-BP ag	CHRM4 agonist	CHRM4 PAM
COCCNC(=O)C(c1ccc(C)o1)N(C(=O)Cn1nnc2ccccc21)c1ccccc1 (centres undefined)	-2.2	-1.6	-9.4	1.9	2.7	2.2	-0.1	1.9	11.5
c1ccc(-c2ccnc3nc(N4CCN(c5ccccc5)CC4)nn23)cc1	0.1	1.5	-3.5	-6.9	0.0	8.0	-1.7	1.0	-0.6
CCCN(C)C[C@@H]1OCCCC[C@@H](C)Oc2ccc(NS(=O)(=O)c3ccc(OC)cc3)cc2C(=O)N([C@H](C)CO)C[C@@H]1C	6.4	-3.7	-12.5	2.0	1.1	-7.1	/	-0.2	7.7
Cc1nc(N2CCN(c3ccccc3)CC2)[nH]c(=O)c1C	-18.4	3.7	1.7	-3.7	9.2	-2.1	0.7	-1.4	1.9
COc1ccc(NC(=O)c2sccc2SCC#N)cc1	5.2	1.4	4.6	-10.9	0.8	2.7	-1.5	3.6	-7.0
O=C(Cc1ccccc1)N(c1ccc(F)cc1)C1C=CS(=O)(=O)C1 (centres undefined)	-7.1	-0.9	12.1	-0.1	11.5	-1.6	9.1	0.0	-2.3
O=c1cc(-c2cccc3ccccc23)[nH][nH]1	-9.9	-1.3	-2.2	-1.1	8.3	2.8	-0.5	0.5	3.8
CCOc1ccc(S(=O)(=O)NCc2ccc(OC)cc2)c2cccnc12	-12.2	0.6	-3.0	-1.7	4.7	1.3	-0.3	0.4	-1.2
Cc1cccc(NC(=O)/C(=C/c2cccc([N+](=O)[O-])c2)NC(=O)c2cccs2)c1	-4.7	0.0	6.1	-0.7	2.5	-2.5	9.6	0.9	0.9
Cc1nonc1OCCNCCNc1ccccc1[N+](=O)[O-]	13.0	-4.0	4.3	-4.9	-8.8	0.0	-0.4	0.7	5.2
COc1ccc(C(CNC(=O)c2ccco2)N2CCOCC2)cc1 (centres undefined)	-16.7	2.5	-2.7	1.3	21.6	1.8	-1.7	1.1	12.0
CC(=O)c1sc2nc(-c3cccs3)ccc2c1N	2.7	-2.5	4.7	-0.1	4.0	1.7	7.0	0.7	-1.1
O=[N+]([O-])c1cc(-c2cnc3ccccc3n2)ccc1Oc1ccc(Cl)cc1	4.0	-2.5	10.5	-2.9	-1.6	4.3	1.8	0.0	-4.5
Cc1ccc(CNC(=O)c2ccc(C)c(S(=O)(=O)N3CCCCC3)c2)cc1	-4.5	-1.3	-8.4	-4.9	4.5	13.4	0.2	1.0	-2.3
CCCSC1=C(C#N)C(c2cccs2)C(C(=O)Nc2ccccc2)=C(C)N1 (centres undefined)	19.1	-5.0	5.5	-21.6	-14.3	0.9	-0.6	-1.1	-16.1

The closing two records of the section above lead into the next.
SMILES	CHRM1 antagonist	M5 ag	CHRM4 antagonist	M5 PAM	CHRM1 PAM	CHRM5 antagonist	CRFR2-BP ag	CHRM4 agonist	CHRM4 PAM
Cc1ccc(CNC(=O)c2ccc(C)c(S(=O)(=O)N3CCCCC3)c2)cc1	-4.5	-1.3	-8.4	-4.9	4.5	13.4	0.2	1.0	-2.3
CCCSC1=C(C#N)C(c2cccs2)C(C(=O)Nc2ccccc2)=C(C)N1 (centres undefined)	19.1	-5.0	5.5	-21.6	-14.3	0.9	-0.6	-1.1	-16.1
N#C/C(=C/C1=C(N2CCOCC2)C(=C/c2ccc(Cl)cc2)/CC1)C(=O)Nc1ccccc1F	-7.4	3.9	2.8	2.8	4.7	6.3	5.5	7.6	5.1
COc1ccc(OC)c(NC(=O)CSc2nnc(C3CCCCC3)o2)c1	-5.0	-2.4	-5.9	1.0	2.8	7.8	-0.2	1.1	6.1
COc1ccc(NC(=O)c2c(C)cc(=O)oc2C)c(OC)c1	-13.3	-4.0	0.4	-11.9	9.3	11.9	-1.1	0.6	3.6
O=C(N/C=C/n1cnc2cc(C(F)(F)F)ccc21)c1ccc(F)cc1	7.6	1.2	-2.9	-3.8	-3.7	3.5	-0.1	1.1	-2.5
CC(=O)Nc1ccc(S(=O)(=O)N2CCN(C(=O)c3cccnc3)CC2)cc1	-6.7	-3.5	-11.4	-4.2	7.0	4.6	0.3	1.1	1.3
COc1cc(C(=O)N/N=C/c2ccc3c(c2)c2ccccc2n3C)ccc1O	-5.9	-3.6	-10.3	-10.3	0.5	5.6	1.1	4.8	1.7
O=C(Nc1ccc(S(=O)(=O)Nc2nccs2)cc1)c1cc(=O)[nH]c2ccccc12	-2.8	7.2	-7.8	6.7	3.0	-6.5	1.0	0.8	-6.9
COc1ccc(C2CC(c3cccs3)=NN2C(=O)COC(=O)C2CCCCC2)cc1OC (centres undefined)	-1.5	2.2	3.5	-1.4	2.7	1.0	3.0	0.5	-3.5
CN(C)CCC#CC1(O)c2ccccc2-c2ccccc21	66.0*	-21.2	19.8	-30.1	-29.2	23.8	-0.5	1.1	-12.3
COCC1CCN(Cc2cn[nH]c2-c2ccc(OC)cc2F)C1 (centres undefined)	-11.8	-6.5	-5.2	0.4	4.5	-13.5	2.3	0.2	6.7
Cc1csc(Nc2ccc(C(=O)O)cc2)n1	-13.5	-2.2	6.7	4.8	15.6	5.1	-0.8	-0.5	2.8
NCCCC[C@@H](C(=O)N1CCNCC1)n1cc([C@@H](N)CO)nn1	-4.3	1.1	-3.4	6.3	2.2	-3.3	-3.5	2.3	5.7
Cc1cc(=O)oc2cc(OCC(=O)N3CCC(C(N)=O)CC3)ccc12	-5.3	2.5	5.8	3.5	5.6	0.1	-1.4	0.5	-5.8
O=C(CCSc1nc2cc(Cl)ccc2o1)N1CCOCC1	-5.8	1.3	2.7	-4.7	8.1	-3.7	-0.9	3.1	-9.0
O=C(Nc1ccnn1C1CCN(C(=O)Cc2ccccc2F)CC1)C1CC1	-12.1	-4.4	-4.6	-2.0	8.2	3.3	0.5	0.5	6.3
C[C@@H]1CNC(=O)c2c(C(=O)NCC(=O)OC(C)(C)C)ncn21	-23.8	-0.4	-4.3	3.0	14.0	-4.1	-0.6	1.4	1.9
O=C(CSc1nnc(SCc2cccc3ccccc23)s1)c1ccc2c(c1)OCO2	-4.7	0.2	2.4	-3.5	1.9	0.7	6.0	1.2	5.8
CCOC1=C2CN(S(=O)(=O)c3ccc(C)cc3)[C@H](c3cccc(Cl)c3)C[C@@H]2N(S(=O)(=O)c2ccccc2[N+](=O)[O-])[C@H](c2ccccc2)C1	-0.2	2.7	-6.2	5.0	7.5	-12.5	/	0.1	-1.2
COc1ccc(CC(C)N2CCN(c3ccccc3)CC2)cc1OC (centres undefined)	-6.3	-2.8	-2.7	-0.5	-3.3	-2.3	2.8	1.3	5.8
Cc1ccc(NC(=O)c2cc(N3C(=O)CCC3=O)ccc2N2CCCCC2)cc1	9.1	-2.6	-0.3	-0.1	-8.7	2.0	0.3	1.1	-3.4
O=C(NCc1ccccc1)c1cc(-n2cnnc2)ccc1Cl	-41.9	-0.8	-7.8	3.6	8.5	-8.9	-0.2	0.7	15.7
CCOc1ccc(C(=O)NCC(=O)NNC(=O)c2ccco2)cc1OCC	-20.9	-1.1	0.3	8.7	6.8	4.0	-1.9	-1.1	12.2
O=C(Nc1ccc2c(c1)OCO2)C1CC1(Cl)Cl (centres undefined)	0.9	1.1	-5.8	-5.2	3.0	3.1	0.4	3.0	7.2
O=C(CC1CCCC1)NNC(=O)c1ccc(F)cc1	-0.6	0.0	-3.6	-0.1	2.2	1.2	-3.3	0.2	2.5
COc1cc(/C=N\NC(=O)c2cccc(Cl)c2)ccc1Oc1ccc([N+](=O)[O-])cn1	0.8	-3.0	-0.3	-7.4	-1.5	6.2	0.8	13.6	-5.0
O=C(CN1C(=O)COc2ccccc2C1=O)c1ccc2c(c1)OCCO2	16.1	-1.1	12.1	-6.5	-6.2	7.5	-1.4	13.8	-4.0
CC(=O)NC1=NN(C(C)=O)C(C)(CC(=O)OC(C)(C)C)S1 (centres undefined)	-8.4	2.2	1.2	1.6	7.9	11.7	-2.6	0.7	4.0
COc1cccc(Nc2nc(C(N)Cc3ccc(Cl)cc3)cs2)n1 (centres undefined)	-2.0	49.3*	25.9	0.6	11.0	13.4	/	47.5*	1.3
O=C(COc1ccccc1C(=O)N/N=C\c1ccc(O)c(O)c1)N/N=C/c1ccc(O)c(O)c1	9.8	-1.7	8.4	0.7	2.8	-1.4	0.4	0.3	5.5
COCCn1c(SCC(=O)Nc2ccc3c(c2)OCCO3)nnc1C(C)C	-4.6	0.7	1.1	1.1	4.0	4.7	0.2	0.6	1.2
O=C1N/C(=N/N=C/c2ccco2)SC1Cc1ccccc1 (centres undefined)	-3.5	-0.9	-3.8	1.1	6.6	8.4	-2.6	-0.1	7.4
COc1ccc(NC(=O)CN(C)C(=O)CNC(=O)c2ccc3c(c2)OCO3)cc1	0.8	1.1	-0.8	-1.2	4.4	7.1	-0.5	0.8	2.4
CC(=O)Nc1ccc2nc(NC(=O)c3cccnc3)sc2c1	0.8	0.8	4.9	0.2	5.0	7.9	-1.1	1.5	-2.6
COc1ccc(NC(=O)C[C@H]2C(=O)N(c3ccccc3)C[C@@H]2Cc2ccccc2)cc1	-5.9	1.3	-8.3	-3.8	-3.5	10.0	1.1	0.8	3.2
O=C(Nc1cccc(N2C(=O)C=CC2=O)c1)c1cccs1	-4.1	2.2	5.2	-0.2	7.5	5.8	/	2.8	1.3
CSCC[C@H](NC(=O)[C@H]1N2C(=O)c3ccccc3C2SC1(C)C)C(=O)NCc1ccncc1 (some centres undefined)	-4.3	0.6	-2.0	-5.0	-2.1	11.0	-0.8	4.5	-2.6
Cc1ccc(NC(=O)c2ccc([N+](=O)[O-])cc2)cc1S(=O)(=O)N(C)C	0.6	2.5	0.2	0.3	1.7	-14.2	-0.6	4.7	8.7
Cc1cc(NC(=O)Nc2cccc(C(F)(F)F)c2)n(C)n1	1.4	3.5	3.6	-7.8	-7.4	12.0	0.1	4.3	-2.5
CCCOc1ccc(F)cc1-c1cc(C(=O)NCc2ccccc2)[nH]n1	-3.4	-5.6	-13.4	-5.7	-4.7	11.6	/	4.9	0.7
COc1cc(OC)cc(C(=O)O/N=C(\N)c2ccccn2)c1	-16.2	-0.7	-17.2	-1.9	12.4	1.7	-4.0	1.6	11.3
CCOc1cc(CNc2ccc3c(c2)OCCO3)cc(Br)c1OCC(N)=O	9.1	2.1	4.8	-13.9	-7.0	14.7	-0.2	3.6	-5.9
Cc1ccc(O)c(NC(=S)NC(=O)c2ccc(-c3ccc(Cl)cc3)o2)c1	16.1	-1.5	6.9	-4.8	-9.9	9.1	-1.9	3.6	-2.5
O=C(c1cccc(S(=O)(=O)N2CCc3ccccc32)c1)N1CCc2ccccc2C1	7.7	-0.3	9.4	-11.4	-1.2	11.8	1.4	8.0	-6.1
